NCOA2 inhibitor = human SRC2 (NCOA2) inhibition; HEK293 GAL4-SRC2 luciferase reporter, luminescence; AID 651957; inhibition, % at 9 µM; Q15596; actives 0.17% (n = 370,000);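 active = inhibition above the mean inhibition of all tested compounds plus 3 SD, set per campaign, cut at about 52% in these data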;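 also: 0% = DMSO treated cells and 100% = cells given Gossypol at 36 µM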
COUP-TFII inh = blocks human COUP-TFII nuclear receptor | P24468 | HEK293T NGFI-A luciferase reporter, luminescence | inhibition, % at 8.6 µM | actives 0.7% (n = 370,000) | AID 686940;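 active = inhibition above a per-plate cutoff, mean inhibition of test wells between control levels plus 3 SD, cut at about 38% in these data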;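 also: cells cotransfected with COUP-TFII expression vector driving the NGFI-A reporter; 0% = median of COUP-TF2 test wells and 100% = reporter-only cells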
Target sequence (P24468 whole entry, looked up): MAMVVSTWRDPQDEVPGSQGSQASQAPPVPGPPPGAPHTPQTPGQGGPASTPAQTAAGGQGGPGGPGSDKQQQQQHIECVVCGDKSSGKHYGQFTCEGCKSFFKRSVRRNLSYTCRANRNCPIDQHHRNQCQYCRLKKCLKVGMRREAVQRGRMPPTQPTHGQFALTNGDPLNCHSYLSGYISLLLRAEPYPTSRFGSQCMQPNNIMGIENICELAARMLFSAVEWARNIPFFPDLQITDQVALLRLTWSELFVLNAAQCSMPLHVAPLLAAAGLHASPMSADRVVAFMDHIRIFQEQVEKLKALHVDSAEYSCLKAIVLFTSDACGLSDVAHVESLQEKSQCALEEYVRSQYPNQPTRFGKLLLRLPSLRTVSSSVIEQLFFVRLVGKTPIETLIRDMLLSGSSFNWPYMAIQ
The depositor's hits bear a star. An excerpt; the hit share may differ from the screen's.

SMILES | NCOA2 inhibitor | COUP-TFII inh
O=C(NCCCN1CCN(c2ccc(F)cc2)CC1)Nc1ccccc1 | 14 | -6
CCN(CC)C(=O)CSc1nnc(-c2ccc(C(C)(C)C)cc2)n1-c1ccc(Cl)cc1 | 12 | 2
Cc1ccc(OCc2ccc(Br)cc2)c([N+](=O)[O-])n1 | -29 | -43
Nc1c(C(=O)NCCc2ccc(Cl)cc2)sc2ccc(S(=O)(=O)N3CCCCC3)cc12 | -13 | 23
CN1C[C@]2(C=C3CCCCC3n3c(=O)n(-c4ccccc4)c(=O)n32)N=C1NC(=O)c1ccccc1 (stereo partly drawn) | -4 | -4
COCc1[nH]nc2c1C(c1ccc(F)cc1)NC2=O (stereo not drawn) | -13 | -30
COc1cccc(NC(=O)Nc2nc3ncccn3c2-c2ccc(C(F)(F)F)cc2)c1 | -4 | -17
O=C(NCc1ccccc1)[C@H]1CCCN1C(=O)[C@H]1CCCN1C(=O)c1cccc(F)c1 | -26 | 4
O=C(NCCc1ccccc1)OCc1cn(Cc2ccccc2C(F)(F)F)nn1 | 12 | -14
O=C(c1cccs1)N1CC[C@H]2[C@H](CCCN2Cc2ccc(F)cc2)C1 | -5 | -13
O=C(Nc1ccccc1Cl)OC1CC2CC1[C@H]1CCCCN1[C@H]2Cc1ccccc1 (stereo partly drawn) | -12 | -24
CCN(CC)CCN(C(=O)c1ccc(N2C(=O)CCC2=O)cc1)c1nc2cc3c(cc2s1)OCO3 | 13 | 16
CC(C)C[C@@H]1COc2cc(F)ccc2S(=O)(=O)N1 | -2 | 0
N#Cc1ccc(/C=C2\CC3(OC(=O)c4ccco4)CCCN2C3)cc1 (stereo not drawn) | 2 | -14
CC(C)(C)c1ccc(S(=O)(=O)N2CCC(c3cn4ccccc4n3)CC2)cc1 | 4 | -10
Cc1cnn(C(=O)c2ccccc2Br)c1 | 2 | -17
COc1cccc(Cn2cc(COC(=O)Nc3ccc(F)cc3)nn2)c1 | 13 | -24
COC(=O)c1cccc(Cn2ccc3ccc(-c4ccc5ccn(C(=O)c6ccccc6)c5c4)cc32)c1 | -14 | -16
Cc1ccc(S(=O)(=O)N2CCC(C(=O)NCc3cccs3)CC2)cc1 | -35 | 4
O=C(CSc1nnc(NC(=O)c2ccccc2Cl)s1)Nc1ccc2c(c1)oc1ccccc12 | -55 | -27
CCCn1cc(C(=O)Nc2ccc(Oc3cccnc3)cc2)c2ccccc21 | -9 | -8
COC(=O)C1CN(Cc2ccc(OC)cc2)CCS(=O)(=O)N1Cc1cn(Cc2ccc(C)cc2)nn1 (stereo not drawn) | -12 | 22
CCOC(=O)c1cccc(NC(=O)CN(C)S(=O)(=O)c2ccco2)c1 | -28 | -9
Cc1ccc(NC(=S)Nc2ccc(-c3nnc4n3CCCCC4)cc2)cc1C | 11 | -7
COC(=O)[C@@]12CCCCC3=C1N(CCC3)C(=O)[C@H]2CC(=O)NCC1CCCCC1 | -3 | 10
Cc1ccc2nc(-c3ccc(NC(=O)CSc4nnc(-c5ccccc5)n4Cc4ccco4)cc3)sc2c1 | -35 | -21
O=C(CSc1nnc(-c2ccccc2)n1Cc1ccco1)Nc1ccc(OCc2ccccc2)cc1 | -10 | -6
CCN(C(=O)[C@@H](C1CC1)[C@@H](O)c1ccc(C(C)=O)cc1)c1ccccc1 | 18 | 7
COC(=O)[C@]12C[C@H](CC(=O)NCc3cccs3)C(=O)N(CCc3ccc(OC)c(OC)c3)C1=C[C@H](C1CCCC1)O[C@@H]2C | -33 | -3
CCC(C(=O)Nc1ccccc1N1CCCC1)c1cccc(Cl)c1 (stereo not drawn) | 10 | -2
COc1cccc(C(=O)N2CCC[C@@H]2C(=O)N2CCC[C@H]2C(=O)NCc2ccccc2)c1 | -4 | -12
COc1ccc2c(c1)CN1CN(Cc3ccccc3)S(=O)(=O)CC21 (stereo not drawn) | -10 | 4
CC(=O)Nc1cccc(Cn2cccn2)c1 | -17 | 15
COC[C@@H]1CCCN1c1ccc2c(c1)O[C@H](C)CCN(C1CC1)S2(=O)=O | 14 | -11
CCOC(=O)CC[C@@H]1CC[C@]2(CCCN(C(=O)c3ccco3)C2)O1 | 6 | -12
COc1ccc2c(c1)[C@@H](NC(=O)c1ccncc1)[C@@H]1Cc3ccccc3[C@H]21 | 3 | -3
CN(Cc1ccccc1)S(=O)(=O)c1cccc(C(=O)OCc2cccc(C(F)(F)F)c2)c1 | 12 | 14
CNC(=O)c1c(NC(=O)c2ccc(S(=O)(=O)N3CCCC3)cc2)sc2c1CCN(C(C)C)C2 | -17 | 2
Cc1ccccc1NC(=O)OC1CC2CC1[C@H]1CCCCN1[C@H]2Cc1ccccc1 (stereo partly drawn) | 3 | -6
CCC(=O)N(c1ccccc1)C1CCN(C(=O)C(Cc2ccccc2)NC(C)=O)CC1 (stereo not drawn) | 14 | -13
COC(=O)C1CN(C2CCCC2)CCS(=O)(=O)N1Cc1cn(Cc2ccc(C)cc2)nn1 (stereo not drawn) | 13 | 3
CC1CCCN(c2cccc3c2S(=O)(=O)N(Cc2cccc(F)c2)[C@@H](C)[C@H](c2ccccc2)O3)C1 (stereo partly drawn) | -9 | 10
C#CCN(C[C@@H]1[C@@H](OC(=O)Nc2cccs2)[C@@H](OC(=O)Nc2cccs2)C[C@H](C(=O)OC)[C@@H]1C(=O)OC)S(=O)(=O)c1ccc(C)cc1 | -7 | 3
Brc1ccc(-c2ccc3c(n2)CCCN3Cc2ccccn2)cc1 | -41 | -9
COc1cccc(NC(=O)N2CC[C@@H]3[C@H]2c2cc(-c4cccc(C#N)c4)ccc2N(C)[C@@H]3CO)c1 | 10 | -4
O=C(C(=O)N1CCC(CNS(=O)(=O)c2ccc(F)cc2)CC1)c1cc2ccccc2o1 | -2 | 5
Cc1cc(C)cc(NC(=O)C2(C(=O)C3CC3)CC(c3ccccc3C(F)(F)F)=NO2)c1 (stereo not drawn) | -9 | -2
CCOc1ccc(-n2c(SCC(=O)Nc3ccc(S(=O)(=O)Nc4cc(C)nc(C)n4)cc3)nnc2-c2ccc(C)cc2)cc1 | -37 | 11
CCCCNc1ccc2c(c1)OC[C@@H](Cc1ccccc1)NS2(=O)=O | 4 | 4
COC(=O)[C@]12C[C@H](CC(=O)N3CCCCC3)C(=O)N(CCc3ccc(OC)c(OC)c3)C1=C[C@H](COCc1ccccc1)O[C@@H]2C | -4 | -7
C[C@@H]1COc2cccc(NCCCN3CCOCC3)c2S(=O)(=O)N1 | -6 | -7
CCCCOCCCNC(=O)C[C@@H]1C(=O)N2CCCC3=C2[C@@]1(C(=O)OC)CCCC3 | 3 | -6
CC(C)(C)c1ccc(-c2cn(C[C@H](Cc3ccccc3)n3c(=O)c4ccccc4n3Cc3ccccc3)nn2)cc1 | 9 | 12
COc1cccc(CNC(=O)[C@H]2CCCN2C(=O)[C@H]2CCCN2C(=O)c2ccc(F)c(C(F)(F)F)c2)c1 | 9 | 3
CCOC(=O)[C@@]12CCCC=C1N(CCc1ccc(Cl)cc1)C(=O)[C@H]2CC(=O)N1CCSCC1 | 21 | 17
COc1ccc(OC)c(N=C2SCCCN2C(=O)c2ccc(N3C(=O)CCC3=O)cc2)c1 | 2 | -11
CCCCNC(=O)C[C@@H]1C(=O)N(Cc2ccc(OC)cc2)C2=CCN(C(=O)OC(C)(C)C)C[C@]21C(=O)OCC | -8 | 15
CCN(C(=O)CSc1nnc(-c2cccnc2)n1Cc1ccco1)c1ccccc1C | -6 | 7
COCC#Cc1ccc(CC[C@H]2O[C@H]3CC[C@H](CO)O[C@H]3C[C@H]2n2cc(C(C)(C)O)nn2)cc1 | -15 | -4
CC[C@H](CCCc1ccccc1OC)CCS(=O)(=O)N(C)C | 26 | 7
(more compounds)
SMILES | NCOA2 inhibitor | COUP-TFII inh
Cc1ccc(NC(=O)Cc2cccc(OC(F)F)c2)c(S(=O)(=O)N2CCOCC2)c1 | 3 | -5
Cc1cccc(Cn2cc(COC(=O)NCC(C)C)nn2)c1 | -18 | 1
CCC(C(=O)Nc1ccccc1N1CCCC1)c1ccccc1Cl (stereo not drawn) | 21 | 29
CN(C)CCNC(=O)C(=O)C1C(=O)Nc2ccccc21 (stereo not drawn) | -6 | 2
O=C(Nc1ccccc1Oc1ccccc1)NC1CCCCN(Cc2cccc(Cl)c2)C1=O (stereo not drawn) | -32 | 14
CCn1c(SCC(=O)Nc2cc(NC(C)=O)ccc2OC)nnc1-c1ccncc1 | -13 | -28
C[C@H](CO)N1C[C@H](C)[C@@H](CN(C)S(C)(=O)=O)OCc2cn(nn2)CCCC1=O | -4 | -2
CC(=O)c1cc(-c2ccc3c(c2)OCO3)c(=O)n2c1CCC2 | -2 | -23
C#CCCN([C@H](C(=O)OC)C(C)C)S(=O)(=O)c1ccc(F)cc1Br | 21 | 18
O=C(CCc1ccccc1)N[C@H]1[C@H](OCc2ccccc2)CCC[C@@]12C(=O)N(Cc1ccccc1)c1ccc(-c3ccccn3)cc12 | 7 | -5
C[C@H](C(=O)N(C)c1ccccc1)[C@@H](O)c1ccc(Cl)cc1 | -5 | -17
O=C(CN1CCSCC1)N/N=C/c1ccc(Cl)cc1 | -15 | -4
C=CCN(C)CC#Cc1ccccc1C | 7 | -1
CCOC(=O)[C@]12CCCC3=C1N(CCC3)C(=O)[C@@H](CC(=O)N1CCCC1)C2 | 25 | -18
COC(=O)[C@]12C[C@H](CC(=O)NCc3cccc(C(F)(F)F)c3)C(=O)N(CCc3ccc(OC)c(OC)c3)C1=C[C@H](C1CCCC1)O[C@@H]2C | -56 | -7
CC(=O)NS(=O)(=O)c1ccc(NC(=O)CSc2ccc(Cl)cc2)cc1 | 17 | 0
CCN(Cc1ccccc1)C(=O)C1C2C=CC3(CN(Cc4ccccc4)C(=O)C13)O2 (stereo not drawn) | -8 | -3
COC(=O)[C@H](CC(C)C)N(CCCc1cn(CC2CCCCC2)nn1)S(=O)(=O)c1ccccc1Br | 4 | 30
O=C(Nc1ccc(F)cc1)OCc1cn(Cc2ccccc2C(F)(F)F)nn1 | -1 | -1
COc1ccc(C(C#N)=Cc2cc(OC)c(OC)c(OC)c2)cc1 | 5 | -26
CCCCOc1ccc(C(=O)NC2CCCCN(Cc3cccc(Cl)c3)C2=O)cc1 (stereo not drawn) | 11 | 38*
C=Cc1ccc(C(=O)N(Cc2ccc(F)cc2)C(C(=O)N(C)C2CCCC2)c2ccc(OC)c(OC)c2)cc1 (stereo not drawn) | -9 | -6
O=C(NCc1ccccc1)[C@@H]1CCCN1C(=O)[C@H]1CCCN1C(=O)c1cccs1 | 3 | 11
Cc1ccc2c(c1)c1ncnc(N3CCC4(CC3)OCCO4)c1n2C | -57 | -36
COC(=O)CN1CCN(C(=O)c2nocc2C)CC1 | -9 | -1
CC(=O)C1=C(C)N(Cc2ccc(Br)cc2)C(=S)NC1c1ccc(F)cc1 (stereo not drawn) | 24 | -5
O=[N+]([O-])c1ccccc1C=Nn1c(-c2cc(-c3ccccc3)n[nH]2)n[nH]c1=S | 12 | -19
COC(=O)C1=C(C)N(Cc2ccc(Cl)cc2)C(=S)NC1c1cccc(Br)c1 (stereo not drawn) | 7 | -7
CCS(=O)(=O)Nc1ccc2c(c1)C(=O)N(C)[C@@H]1CC[C@H](CC(=O)N3CCCCC3)O[C@H]1CO2 | 4 | -11
CCCCCCCCN1C(=O)[C@@H](CC(=O)N2CCN(C(=O)c3ccco3)CC2)C[C@@]2(C(=O)OC)C1=C[C@H](C(C)C)O[C@@H]2C1CC1 | -4 | 6
COc1cc(C=Nn2c(-c3n[nH]c4c3CCC4)n[nH]c2=S)ccc1OCc1ccccc1 | -32 | -5
COC(=O)[C@]12C[C@H](CC(=O)NCc3ccc(OC)c(OC)c3)C(=O)N(Cc3ccco3)C1=C[C@H](COCc1ccccc1)O[C@@H]2C | 4 | 3

Bioassay records deposited in PubChem BioAssay by The Scripps Research Institute Molecular Screening Center.
